Source: PubChem (several laboratories)
HRas wt GTP bind: modulators of GTP binding to human HRas wildtype; GTP binding activity, % at 10 µM; GST-Ras wt beads, Bodipy-FL-GTP binding, flow cytometry; actives lie on both sides; 190,000 compounds, 0.14% hits; P01112;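 active means GTP binding activity at least 20% away from the 100% baseline, either lowered as inhibitor or raised as activator; inconclusive means flagged as likely green fluorescent, judged across all proteins in the well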;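 further: 0% = unlabeled GTP competition control and 100% = no-compound control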
Target sequence (P01112 whole entry, looked up): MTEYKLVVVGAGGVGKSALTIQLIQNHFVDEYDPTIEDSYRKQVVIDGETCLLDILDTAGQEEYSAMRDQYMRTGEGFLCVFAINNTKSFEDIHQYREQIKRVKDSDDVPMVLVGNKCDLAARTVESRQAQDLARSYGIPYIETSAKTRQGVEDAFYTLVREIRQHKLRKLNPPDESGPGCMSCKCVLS
GSH bead fluor: GSH bead compound fluorescence profile; AID 1776; fluorescence (KMESF) at 10 µM; 190,000 compounds, 0.25% hits; GSH beads flow cytometry, compound fluorescence 488/530 nm; active compounds read high; in the data active means fluorescence above about 89;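 further: glutathione beads carrying GST-tagged Bcl family fusion proteins plus one bare bead set; values are compound well signal with DMSO vehicle wells as background; inactives centre near 16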
Mcl1-Noxa inh: disrupts binding of human Mcl-1 to Noxa peptide; Q07820; TR-FRET Mcl-1/Noxa peptide binding, 2 h; inhibition, % at 21.7 µM; 220,000 compounds, 1.5% hits; AID 1022;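 active means compounds that cut the protein-peptide binding signal by more than 50% relative to plate controls in a single-dose test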;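 further: His-tagged Mcl-1 with rhodamine Noxa BH3 peptide and terbium anti-His antibody; 0% = Mcl-1 plus Noxa peptide wells and 100% = peptide-only wells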
Target sequence (Q07820 whole entry, looked up): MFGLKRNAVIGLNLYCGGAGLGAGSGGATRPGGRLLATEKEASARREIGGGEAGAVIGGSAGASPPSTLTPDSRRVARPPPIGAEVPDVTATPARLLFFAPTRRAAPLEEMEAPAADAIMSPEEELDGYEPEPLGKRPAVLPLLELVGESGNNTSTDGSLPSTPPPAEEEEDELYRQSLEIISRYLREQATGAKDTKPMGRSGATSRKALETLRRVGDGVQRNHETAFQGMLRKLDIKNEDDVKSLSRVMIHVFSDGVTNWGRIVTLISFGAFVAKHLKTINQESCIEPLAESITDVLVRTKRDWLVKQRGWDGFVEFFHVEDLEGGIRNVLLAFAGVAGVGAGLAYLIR
Mcl1 Bid PPI: Mcl-1/Bid interaction inhibition. TR-FRET Mcl-1/Bid-Dy647 peptide binding, 1536-well. 220,000 compounds, 0.97% hits. inhibition, % at 21.7 µM. Q07820. AID 1021;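 active means compounds that cut the binding signal by more than half at the single screening dose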;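 further: His-tagged Mcl-1 with europium anti-His antibody binding Bid BH3 peptide; 0% = Mcl-1 plus peptide wells and 100% = peptide-only wells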
Rac1 wt modul: alters GTP binding to wildtype human Rac1. GST-Rac1 beads, fluorescent GTP binding, flow cytometry; actives lie on both sides; 0 = cold GTP competed, 100 = untreated. 190,000 compounds, 0.27% hits. AID 757. GTP binding activity (% of control), % at 10 µM;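 active means GTP binding activity at least 20 points away from the 100% control level, either lower or higher; inconclusive means compound flagged as likely green fluorescent, judged across all proteins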
Pf gametocyte: inhibitors of late stage P. falciparum gametocyte viability; P. falciparum stage V gametocytes, ATP luminescence, 24 h; inhibition, % at 10.9 µM; 150,000 compounds, 0.065% hits;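 active means inhibition above the mean plus 3 SD of compounds within the control limits, set per campaign, cut at about 38% in these data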;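 further: 0% = DMSO wells and 100% = medium only without gametocytes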
Rac1 act GTP bind: modulators of GTP binding to human Rac1 activated mutant; 190,000 compounds, 0.11% hits; GST-Rac1 activated beads, fluorescent GTP binding, flow cytometry; actives lie on both sides; 100% means binding = to untreated wells; percent activity (GTP binding), % at 10 µM;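 active means GTP binding at least 20 percentage points away from the 100% baseline, in either direction, so actives lie on both sides; inconclusive means Compound likely fluorescent itself, or too few beads counted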
Rab7 wt GTP bind: alters GTP binding to wildtype dog Rab7; GST-Rab7 beads, fluorescent GTP binding, flow cytometry; actives lie on both sides; untreated = 100%, excess cold GTP = 0%; GTP binding activity (percent of control), % at 10 µM; 190,000 compounds, 0.055% hits; AID 758;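 active means fluorescent GTP binding to Rab7 beads changed by at least 20 points from the 100% baseline, either direction, mostly lower; inconclusive means compound itself probably fluorescent, or too few beads counted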;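 further: median green fluorescence of bound Bodipy-FL-GTP per Rab7 bead population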
Rab2 wt GTP: changes GTP binding to wildtype dog Rab2A, up or down; GST-Rab2 wt beads, Bodipy-GTP binding, flow cytometry; GTP binding activity, % at 10 µM; 190,000 compounds, 0.19% hits; AID 760;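 active means GTP binding activity at least 20 points away from 100%, either lowered or raised; inconclusive means signal likely due to the compound's own green fluorescence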;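 further: 0% = beads with excess unlabeled GTP and 100% = no-compound control corrected for plate trend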
Avidin fluor: avidin bead compound fluorescence profile; fluorescence (KMESF) at 10 µM; 220,000 compounds, 0.38% hits; Avidin beads, compound fluorescence 488/530 nm, flow cytometry; active compounds read high; AID 1775; in the data active means fluorescence above about 47; further: inactives centre near 10
Cdc42 wt GTP: modulators (inhibitors or activators) of GTP binding to human Cdc42 wildtype. P60953. GST-Cdc42 beads, Bodipy-GTP binding, flow cytometry; actives lie on both sides. percent activity (GTP binding), % at 10 µM. 190,000 compounds, 0.2% hits;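 active means percent activity GTP binding at least 20 points away from the 100% baseline, either down as inhibitor or up as activator; inconclusive means compound flagged as likely green fluorescent from well-wide comparison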;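 further: median bead fluorescence of bound Bodipy-FL-GTP at 100 nM; 0% = excess unlabeled GTP control and 100% = no compound control; below 100% means less GTP binding so inhibitor and above means activator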
Target sequence (P60953 whole entry, looked up): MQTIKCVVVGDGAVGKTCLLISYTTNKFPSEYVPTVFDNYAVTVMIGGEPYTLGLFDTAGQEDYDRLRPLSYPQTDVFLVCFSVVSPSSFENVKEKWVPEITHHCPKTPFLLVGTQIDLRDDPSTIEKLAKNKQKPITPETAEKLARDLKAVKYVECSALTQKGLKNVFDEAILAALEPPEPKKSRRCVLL
* marks the source's active call; other numbers are inactive results; ? = inconclusive; . = no result given.

SMILES	HRas wt GTP bind	GSH bead fluor	Mcl1-Noxa inh	Mcl1 Bid PPI	Rac1 wt modul	Pf gametocyte	Rac1 act GTP bind	Rab7 wt GTP bind	Rab2 wt GTP	Avidin fluor	Cdc42 wt GTP
O=C/C(=C\Nc1ccccn1)c1nc2cc(Cl)ccc2o1	103.0	12	0.8	-10.9	100.0	.	98.0	104.0	100.0	20	100.0
Cc1cc(C)n(-c2ccc(C(=O)OC(C)C)cc2)n1	94.0	38	9.8	8.7	93.0	8.8	92.0	95.0	94.0	8	95.0
CCOc1ccc(S(=O)(=O)Nc2ccc(C(=O)N/N=C(\C)c3ccc(-n4ccnc4)cc3)cc2)cc1	99.0	27	-24.1	-44.1	102.0	10.1	97.0	100.0	98.0	50*	99.0
Cc1ccc(N(C(=O)c2ccncc2)C2C=CS(=O)(=O)C2)cc1 (stereo not given)	101.0	24	-0.2	6.6	105.0	.	100.0	98.0	100.0	6	101.0
CCOC(=O)N1CCC(Nc2c(NCCCN(C)Cc3ccccc3)c(=O)c2=O)CC1	102.0	24	15.6	-3.0	106.0	.	98.0	102.0	103.0	8	100.0
CCC(C)N(C(=O)CSc1nc(-c2ccccc2)cs1)C1CCS(=O)(=O)C1 (stereo not given)	99.0	20	3.2	-22.1	100.0	.	98.0	98.0	97.0	14	99.0
O=C(Nc1ccncc1)C1CCN(S(=O)(=O)c2cccs2)CC1	97.0	15	10.5	-22.5	95.0	-3.7	94.0	94.0	95.0	10	95.0
O=C(CCc1nnc(-c2ccsc2)o1)N1CCCCC1CCn1ccnc1 (stereo not given)	97.0	11	11.9	1.9	100.0	31.7	97.0	105.0	98.0	16	99.0
O=C(O)CC1Sc2nc3ccccc3n2C1=O (stereo not given)	99.0	8	20.8	-36.1	100.0	.	99.0	97.0	97.0	13	102.0
CSc1nccc(Oc2cccc(C#N)c2)n1	103.0	10	21.0	-16.6	102.0	-18.3	100.0	101.0	98.0	14	102.0
Cc1ccc2nc(SCC(=O)c3ccc4c(c3)OCO4)[nH]c2c1	100.0	9	21.5	-4.0	98.0	.	94.0	98.0	97.0	21	97.0
COc1ccc(CCCC(=O)N/N=C/c2ccc(C)cc2)cc1	95.0	10	7.5	-1.1	100.0	22.4	93.0	99.0	96.0	10	97.0
O=C1C2C3C=CC(C3)C2C(=O)N1CCN1CCN(S(=O)(=O)/C=C/c2ccccc2)CC1 (stereo not given)	97.0	11	2.6	-15.2	97.0	-4.4	94.0	101.0	95.0	10	94.0
CCCCCc1c(C)nc(Nc2ccccc2)[nH]c1=O	97.0	32	5.1	-13.9	99.0	.	98.0	97.0	99.0	8	100.0
COc1ccc(NC2=C(Cl)C(=O)N(CCc3ccccc3)C2=O)c(OC)c1	100.0	6	14.5	-25.5	100.0	.	98.0	100.0	99.0	15	96.0
Nc1nc2n(n1)C(=O)CC(c1ccc(Cl)cc1)N2 (stereo not given)	97.0	24	-8.2	-11.9	93.0	7.8	95.0	100.0	98.0	18	94.0
CCOc1ccc(NC(=O)[C@@H](NC(=O)c2ccccc2)[C@@H](C)CC)cc1	102.0	23	12.7	-24.4	109.0	.	102.0	101.0	100.0	25	106.0
Cc1ccc(NC(=O)C2CC(=O)NC(N3CCc4ccccc43)=N2)cc1 (stereo not given)	94.0	24	12.5	-5.6	92.0	30.9	93.0	92.0	94.0	14	94.0
CCCCOc1ccccc1NC(=O)Cn1c(-c2nonc2N)nc2ccccc21	98.0	22	-3.8	-0.8	96.0	.	98.0	96.0	96.0	5	97.0
Cc1ccccc1NC(=O)c1ccc(Cn2cc([N+](=O)[O-])cn2)o1	96.0	14	9.0	-16.5	99.0	-19.1	95.0	97.0	95.0	11	97.0
COCCNC(=O)[C@H](C)[C@H]1C[C@]1(C)[C@H](NC(=O)OCc1ccccc1)c1ccccc1	104.0	20	13.0	2.3	106.0	.	99.0	103.0	102.0	8	105.0
O=C1N/C(=C/c2cccs2)C(=O)N1Cc1ccc(F)cc1	99.0	18	-1.3	-23.4	99.0	-1.5	97.0	96.0	98.0	9	99.0
COc1ccc(CCNC(=O)C2CCC(CNS(=O)(=O)c3ccc(F)cc3)CC2)cc1OC (stereo not given)	98.0	10	0.1	-13.5	99.0	-9.8	97.0	104.0	95.0	10	96.0
O=c1c2ccccc2nc(SCc2cc([N+](=O)[O-])cc3c2OCOC3)n1-c1ccccc1	96.0	6	10.4	-11.0	104.0	.	92.0	99.0	97.0	6	101.0
CCOC(=O)c1cnc2c(cnn2C)c1NCc1ccc(OC)cc1	100.0	16	-258.0	-354.4	98.0	9.4	98.0	102.0	100.0	11	100.0
Next entries.
SMILES	HRas wt GTP bind	GSH bead fluor	Mcl1-Noxa inh	Mcl1 Bid PPI	Rac1 wt modul	Pf gametocyte	Rac1 act GTP bind	Rab7 wt GTP bind	Rab2 wt GTP	Avidin fluor	Cdc42 wt GTP
Cc1cccc2sc(NC(=O)CN3C(=O)c4ccccc4C3=O)nc12	97.0	11	-21.5	-3.5	100.0	0.3	97.0	95.0	97.0	11	99.0
Cc1cc(C(F)(F)F)n(-c2nc(C(=O)O)cs2)n1	96.0	12	14.5	11.9	98.0	.	98.0	96.0	96.0	19	99.0
Cc1nnc(NC(=O)CSc2nccn2-c2cccc(C)c2C)s1	100.0	18	-11.3	-22.4	100.0	.	95.0	98.0	101.0	6	101.0
Cc1c(NC(=O)CSc2ccccn2)c(=O)n(-c2ccccc2)n1C	101.0	39	-10.2	-12.2	101.0	-17.3	98.0	101.0	101.0	13	98.0
CC(=O)N(c1ccccc1)c1nc(/C=C/C(=O)O)cs1	98.0	16	14.1	-11.8	97.0	-10.9	95.0	93.0	96.0	9	94.0
CC[N+](CC)(CCCCS(=O)(=O)[O-])CCNP1(=O)C=C(c2ccccc2)OC(c2ccccc2)=C1	96.0	16	16.2	-0.7	97.0	3.4	98.0	101.0	98.0	9	96.0
COc1ccccc1/C=C/C=N/NC(=O)c1ccncc1	99.0	8	-10.6	-11.7	102.0	-2.5	97.0	102.0	100.0	2	99.0
Cc1nn(-c2ccccc2)c2c1C(c1cccc([N+](=O)[O-])c1)N(c1ccccc1)C(=O)N2 (stereo not given)	100.0	17	-3.9	-12.3	105.0	.	100.0	103.0	97.0	4	102.0
CCc1c(C)nc(N)n2c(SCC(=O)Nc3ccccc3OC)nnc12	98.0	37	-8.0	-16.1	98.0	.	97.0	97.0	97.0	8	99.0
Cn1cccc1C(=O)OCc1cc(Cl)cc2c1OCOC2	100.0	39	12.9	-16.0	105.0	.	96.0	104.0	99.0	12	99.0
O=C(CCl)NCCN1C(=O)S/C(=C\c2cccnc2)C1=O	99.0	10	9.8	-7.8	102.0	24.1	96.0	97.0	99.0	11	98.0
CCCCn1c(-c2csc3ccccc23)n[nH]c1=S	101.0	22	0.3	-25.2	105.0	.	100.0	101.0	102.0	29	102.0
CS(=O)(=O)N1CCc2cc(NC(=O)c3ccc(Cl)cc3Cl)ccc21	97.0	22	13.0	-26.4	96.0	-4.8	97.0	99.0	100.0	10	95.0
Cc1noc(C)c1C(=O)NCc1ccco1	101.0	23	0.2	-22.9	103.0	-0.1	101.0	102.0	103.0	17	103.0
Cc1cc(NS(=O)(=O)c2ccc(NC(=O)Cc3cccs3)cc2)no1	99.0	29	19.2	-30.0	105.0	.	102.0	98.0	101.0	18	104.0
COc1ccc(C(=O)C2CCCN(C(=O)c3cccnc3OC)C2)cc1F (stereo not given)	94.0	10	-11.7	-31.3	98.0	2.1	94.0	99.0	94.0	9	94.0
Oc1cccc2c(NC(=S)Nc3ccc(SC(F)F)cc3)cccc12	100.0	10	25.6	-0.2	104.0	-10.5	99.0	102.0	100.0	9	101.0
Cc1cc(C)nc(SCc2ccc(C(=O)N/N=C/c3ccc(C(=O)O)cc3)cc2)n1	95.0	12	9.9	0.3	97.0	-10.0	97.0	101.0	96.0	12	97.0
CCOC(=O)C(NC(=O)c1ccccc1)=C1C=C(C)OC(C)=C1	?	16	8.9	-28.7	?	.	?	?	?	26	?
COc1cccc(NC(=O)Cn2c(SCC(=O)N3CCOCC3)nc3ccccc32)c1	95.0	31	9.7	24.3	96.0	.	94.0	95.0	96.0	13	97.0
Cc1c(Cl)cnc(NC(=O)COC(=O)c2cccc(S(=O)(=O)N3CCc4ccccc4C3)c2)c1Cl	99.0	9	1.7	-50.4	100.0	13.9	100.0	101.0	98.0	12	97.0
Cn1c(NCCCN2CCOCC2)nc2c1c(=O)n(Cc1ccc(Cl)cc1Cl)c(=O)n2C	102.0	10	9.5	-86.1	106.0	20.6	99.0	100.0	99.0	21	104.0
Cc1cc([N+](=O)[O-])nn1CCC(=O)Nc1nccs1	96.0	13	-0.2	-22.2	100.0	11.2	96.0	100.0	99.0	11	96.0
COc1cc(S(=O)(=O)N2CCC(c3nc4ccccc4s3)CC2)ccc1S(=O)(=O)NC1CCCC1	101.0	27	-1.8	-2.5	105.0	-11.4	99.0	104.0	102.0	7	103.0
O=S(=O)(NC1CCCCC1NCc1ccco1)c1ccc(Cl)cc1 (stereo not given)	103.0	15	7.1	-37.8	107.0	.	102.0	99.0	102.0	20	104.0
Further structures.
SMILES	HRas wt GTP bind	GSH bead fluor	Mcl1-Noxa inh	Mcl1 Bid PPI	Rac1 wt modul	Pf gametocyte	Rac1 act GTP bind	Rab7 wt GTP bind	Rab2 wt GTP	Avidin fluor	Cdc42 wt GTP
CCOC(=O)C1(S(=O)(=O)c2ccc(Cl)cc2)CCN(Cc2ccccc2)CC1	101.0	18	-9.7	-8.7	104.0	6.2	100.0	96.0	103.0	6	100.0
COc1ccc(C(NC(=O)c2ccccc2F)NC(=O)c2ccccc2F)cc1	97.0	15	-5.7	3.3	99.0	-4.1	98.0	99.0	96.0	6	100.0
COc1ccc2c(c1)-c1c(sn(-c3ccc(OC)c(OC)c3)c1=S)C(C)(C)N2	102.0	8	18.6	-107.2	106.0	7.6	103.0	97.0	101.0	13	104.0
Cn1c(=O)[nH]c(=O)c2c1nc(N1CCOCC1)n2CCc1ccccc1	100.0	17	-0.6	-32.2	104.0	-0.1	100.0	99.0	98.0	10	98.0
Cc1cc(Cl)ccc1OCC(=O)NC(=S)Nc1ccccc1N1CCOCC1	100.0	11	8.5	-10.1	105.0	1.1	100.0	97.0	101.0	14	99.0
COc1ccc(NC(=O)CSc2nnc(Cn3c(=O)sc4ccccc43)n2C)cc1	99.0	16	5.0	-10.8	107.0	.	98.0	101.0	100.0	24	100.0
COc1ccccc1-n1c(=S)[nH]c2c(sc(=S)n2-c2ccccc2)c1=O	96.0	10	-1.9	-47.3	100.0	-0.3	94.0	102.0	96.0	11	94.0
Cn1c(/C(C#N)=C2/CCCCCN2)nc2ccccc21	107.0	43	7.2	-8.5	110.0	.	102.0	104.0	107.0	7	108.0
